# Compound activity (PubChem BioAssay)
# SR-BI DiI inh: inhibitors of SR-BI mediated HDL lipid uptake, primary screen, ldlA[mSR-BI] cells, fluorescence, single point; Scavenger receptor class B member 1 (Mus musculus), Q61009; ldlA[mSR-BI] CHO cells, DiI-HDL uptake fluorescence, 3 h; inhibition, % at 12.5 µM; 320,000 tested, 0.96% active; AID 488896, 2010;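 active means mean replicate inhibition of at least 70% and a set share of replicates each scoring 70 or more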;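 further: 0% = median of neutral control wells and 100% = median of positive control wells; values of inactives mirror those of a sister screen read the other way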
# PvdQ acylase: P. aeruginosa PvdQ acylase inhibitors, primary screen, biochemical, fluorescence, plate reader and imaging, single point | PvdQ acylase [Pseudomonas aeruginosa LESB58] | 340,000 tested, 0.063% active | purified PvdQ acylase | inhibition, % at 10 µM; in the data active means inhibition above about 30%, passing the limit was not always enough;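 further: 0% = vehicle neutral wells and 100% = reference inhibitor wells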
# NSD2 HMT inh: NSD2 histone methyltransferase inhibitors, primary screen, biochemical, AlphaScreen, single concentration, set 2; NSD2 peptide methylation, 120 min; Histone-lysine N-methyltransferase NSD2 (Homo sapiens), O96028; 310,000 tested, 0.54% active; inhibition, % at 12.5 µM; in the data active means inhibition above about 50%
# dFosB act: activators of delta FosB homodimer, primary screen, biochemical, fluorescence polarization, TAMRA-CDK5 oligo, single point. purified delta FosB; percent of positive-control signal above neutral wells. 340,000 tested, 0.99% active. activation, % at 25 µM. AID 493131, 2011;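 active means mean activation above about 17%, with every replicate also reaching it, limit read from the data, passing the limit was not always enough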;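 further: fluorescence polarization rise as delta FosB binds a TAMRA Cdk5 AP-1 oligo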
# Target sequence (P13346 whole entry, looked up): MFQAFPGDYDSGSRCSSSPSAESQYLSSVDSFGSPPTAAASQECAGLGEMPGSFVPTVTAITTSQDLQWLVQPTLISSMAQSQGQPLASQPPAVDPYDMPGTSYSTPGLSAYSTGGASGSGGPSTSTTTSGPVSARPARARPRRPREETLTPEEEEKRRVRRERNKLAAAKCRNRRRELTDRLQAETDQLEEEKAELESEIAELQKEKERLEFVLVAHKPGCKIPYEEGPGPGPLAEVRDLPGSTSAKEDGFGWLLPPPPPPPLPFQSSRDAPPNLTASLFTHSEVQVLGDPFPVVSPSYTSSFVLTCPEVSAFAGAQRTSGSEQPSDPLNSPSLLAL
# CDK5 p35 inh: inhibitors of human CDK5/p35 kinase, primary screen, biochemical, single concentration; Cyclin-dependent kinase 5 (Homo sapiens) + Cyclin-dependent kinase 5 activator 1 (Homo …; Recombinant CDK5/p35, ADP-Glo luminescence, 60 min; inhibition, % at 10 µM; 330,000 tested, 0.01% active; AID 488839, 2010;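 active means highest replicate inhibition of at least 50% and at least 75% of replicates reaching 50%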;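 further: plate controls were DMSO neutral control for no effect and GW8510 at 10 µM for full effect; many of its hits are not listed in these tables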
# Target sequence (Q00535 whole entry, looked up): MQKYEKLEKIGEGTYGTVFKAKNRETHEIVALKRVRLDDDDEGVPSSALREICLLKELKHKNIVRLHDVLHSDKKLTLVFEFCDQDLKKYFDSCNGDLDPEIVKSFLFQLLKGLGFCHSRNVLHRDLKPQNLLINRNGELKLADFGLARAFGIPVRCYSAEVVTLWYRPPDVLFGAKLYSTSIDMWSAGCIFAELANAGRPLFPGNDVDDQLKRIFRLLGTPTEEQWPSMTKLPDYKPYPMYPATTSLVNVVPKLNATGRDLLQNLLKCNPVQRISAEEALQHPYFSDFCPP
# Target sequence (Q15078 whole entry, looked up): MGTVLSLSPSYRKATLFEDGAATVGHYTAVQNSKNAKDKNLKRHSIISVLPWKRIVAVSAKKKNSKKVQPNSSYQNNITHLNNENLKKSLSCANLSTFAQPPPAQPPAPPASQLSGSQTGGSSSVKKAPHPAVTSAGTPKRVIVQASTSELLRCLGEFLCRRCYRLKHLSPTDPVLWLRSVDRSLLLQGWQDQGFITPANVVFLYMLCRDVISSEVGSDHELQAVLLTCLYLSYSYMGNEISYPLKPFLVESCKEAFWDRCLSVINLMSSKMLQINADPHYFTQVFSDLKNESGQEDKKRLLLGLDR
# MITF act: activators of MITF-driven TRPM1 promoter reporter, primary screen, cell-based, SK-MEL-5, luciferase, single point. SK-MEL-5 TRPM1-promoter luciferase, 24 h; % of positive control, neutral wells = 0. AID 588334, 2011. activation, % at 12.5 µM. 300,000 tested, 0.75% active;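 active means mean activation of at least 80% with every replicate also reaching 80%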;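 further: 0% = neutral control wells and 100% = parthenolide positive control wells; values of inactives mirror those of a sister screen read the other way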
# HTR5A inv ctr: HTR5A inverse agonists in luminescence cell assay, primary screen, counter-screen for OPRM1-OPRD1 heterodimer inverse agonist project, full-deck HTS. HTR5A cell line, inverse agonism. 340,000 tested, 0.083% active. inhibition, % at 9.3 µM; in the data active means inhibition mostly above about 23%, no sharp cut-off; inactive means mostly below about 18%;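 further: 0% = cells with DMSO and 100% = no-cell wells with DMSO; some compounds called inactive have numbers as strong as hits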
# HTR5A ag ctr: HTR5A agonists in luminescence cell assay, primary screen, counter-screen for OPRM1-OPRD1 heterodimer agonist project, full-deck HTS; cell-based; activation, % at 9.3 µM; 340,000 tested, 0.61% active; 5-hydroxytryptamine receptor 5A (Homo sapiens), P47898; AID 504692, 2011; in the data active means activation mostly above about 9.5%, no sharp cut-off; inactive means mostly below about 7.6%;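 further: 0% = cells with vehicle only and 100% = reference agonist; strong numbers were not always called active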
# V-ATPase pHluor: regulators of yeast V-ATPase proton pumping, primary screen, pHLuorin cytosolic pH fluorescence; S. cerevisiae; 350,000 tested, 0.37% active; response, % at 10 µM; in the data active means response mostly above about 7.3%, no sharp cut-off; inactive means mostly below about 5.4%; further: actives read high; inactives centre near 0; some compounds called inactive have numbers as strong as hits; reference of the scale not given here
# Wnt bcat act: Wnt/beta-catenin pathway activators, primary screen, cell-based, plate reader, single point | Wnt/beta-catenin reporter cell assay, activator | activation, % at 9.35 µM | 300,000 tested, 1.2% active; in the data active means activation above about 30%, passing the limit was not always enough;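 further: 0% = neutral control wells and 100% = positive control wells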
# Numbers without * were called inactive; x = not tested or not shown.
SMILES,SR-BI DiI inh,PvdQ acylase,NSD2 HMT inh,dFosB act,CDK5 p35 inh,MITF act,HTR5A inv ctr,HTR5A ag ctr,V-ATPase pHluor,Wnt bcat act
c1ccc(CCCCc2ccncc2)cc1,29.2,-4.1,-0.4,-7.9,-2.0,14.6,10.5,-2.7,4.3,-7.0
COc1ccc(S(=O)(=O)N2CCOC2CNC(=O)C(=O)NCc2ccco2)cc1 (centres undefined),-8.0,-10.5,-18.6,-1.2,0.8,12.8,-5.5,1.8,-0.4,4.5
COc1ccc(CN2C(=O)c3cccnc3C2=O)cc1S(=O)(=O)N1CCOc2ccc(Cl)cc21,3.6,-0.4,-3.1,4.2,-0.5,-6.6,5.5,-1.1,-0.4,-2.2
Cc1cc(C)cc(NC(=O)CSCc2cc(=O)n3ccsc3n2)c1,-3.6,-7.3,-5.1,-3.3,0.4,-5.8,5.3,-2.2,0.0,-0.8
O=C(NCc1cccc(Cl)c1)C1CCCN(c2ncnc3c2nc2n3CCCCC2)C1 (centres undefined),18.0,0.2,2.9,-9.3,-2.8,-10.5,-0.8,2.2,4.2,-0.1
CCCCn1c(N)c(N(CCOC)C(=O)c2c(CC)noc2C)c(=O)[nH]c1=O,-23.4,-24.2,-2.6,0.2,-5.4,x,4.2,-1.6,4.7,-1.6
COc1ccc(S(=O)(=O)N2CCCC2CNC(=O)C(=O)NCc2ccccc2Cl)cc1 (centres undefined),38.0,-5.1,0.9,-0.9,0.3,-6.0,-4.9,-2.0,9.5,-1.6
CCCCCCCn1c2c(c(=N)c3ccccc31)CCC2,56.6,-3.0,5.0,-26.4,1.2,-85.5,-28.7,6.9,4.5,-5.5
C=CCSc1nc(C)c(CCCC)c(=O)[nH]1,4.9,7.6,0.8,0.4,1.2,2.9,-9.5,3.1,1.4,-0.6
CC(C)CCOc1cccc(C2c3c(oc4ccccc4c3=O)C(=O)N2CCCN2CCOCC2)c1 (centres undefined),-20.8,-11.8,x,-11.2,0.5,x,-18.7,6.8,-1.2,-3.2
CC(Sc1nc(NCc2ccccc2)nc(N(C)C)n1)C(=O)Nc1ccccc1 (centres undefined),-9.6,-8.8,-1.3,-4.1,-0.3,1.4,-29.9,7.0,0.4,x
CCCNc1nc(=S)n(-c2ccccc2)c(C)c1C(C)=O,1.6,-3.1,2.5,-12.1,0.9,3.5,13.4,0.6,-1.4,1.1
CCCCN(C1CCS(=O)(=O)C1)S(=O)(=O)c1ccc(OC)cc1 (centres undefined),-28.2,-7.4,-1.5,-4.0,0.6,-9.6,13.4,-5.4,-4.4,0.5
Cc1ccc(S(=O)(=O)N/N=C\c2cc3c(cc2[N+](=O)[O-])OCO3)cc1,-0.6,4.0,1.5,0.2,2.4,-13.2,-25.1,9.5,-3.3,-1.6
O=C(O)CCN=Cc1c(O)c2ccccc2oc1=O,-10.8,-23.3,0.4,-5.2,-6.5,-4.2,-7.9,3.5,0.8,-1.1
CCOc1ccc(-n2c(SCC(=O)Nc3ccc(OC)cc3OC)nc3c(c2=O)SCC3)cc1,42.4,-22.5,1.5,1.9,-3.8,-8.8,4.4,0.7,4.7,x
CC1CCN(C(=O)CSc2nc3c(c(=O)n(C)c(=O)n3C)n2C)CC1,x,-6.9,-3.3,0.5,0.7,x,-0.3,0.1,-1.9,2.0
Cc1cc(NC(=O)C(Cl)c2ccccc2)no1 (centres undefined),-23.6,-2.5,0.0,-8.2,-2.6,x,-13.8,3.7,-0.5,-1.3
O=C(NC1CCCCCC1)C1Cc2ccccc2CN1C(=O)c1ccco1 (centres undefined),-14.0,-6.7,0.6,-6.9,-0.1,1.1,3.4,-1.3,2.7,5.7
CSCCC(NC(=O)c1ccccc1Br)C(=O)NNC(=O)C1COc2ccccc2O1 (centres undefined),8.1,-11.9,1.2,-11.4,-2.9,-6.9,7.5,-2.1,1.5,-2.9
CCOC(=O)C1C2C=CC3(CN(C4CCCC4)C(=O)C13)O2 (centres undefined),-13.6,-15.2,5.2,3.3,-0.9,2.8,-6.4,2.1,0.9,x
CCOC(=O)C(=CNc1cc(C)ccc1[N+](=O)[O-])C(=O)OCC,14.3,-10.3,17.2,-4.2,-0.4,-2.6,4.4,-1.7,1.2,9.8
CCOc1ccc(CSC2=NCCN2)cc1Cl,1.2,-14.9,-2.5,1.2,1.4,x,-11.8,3.9,-0.8,-2.4
CCNC(=O)C(C)Oc1ccc(Cl)cc1Cl (centres undefined),12.8,-9.2,-0.7,6.2,0.0,-1.9,0.3,-0.1,5.8,0.5
Cc1c(NC(=O)c2cccnc2C(=O)O)cccc1C(=O)O,-9.0,-7.4,-3.2,-4.9,-1.4,7.7,4.0,2.2,-4.6,x
Cc1ccc(S(=O)(=O)Nc2ccccc2)cc1[N+](=O)[O-],-7.4,-6.0,0.6,-10.8,-0.5,4.0,-13.6,3.5,-0.9,-1.8
COc1ccc(OC)c(Nc2cc(C)nc3nc(C)nn23)c1,7.6,-4.5,x,-0.2,-0.9,-26.6,1.4,-0.5,5.0,6.9
CCOc1ccccc1C1N(c2ccc(F)cc2)C(=O)C2CCCN21 (centres undefined),-11.3,-5.2,-0.2,-6.0,-1.4,x,-1.7,-1.6,-1.8,-6.2
CC(=O)Nc1nnc(SCC(=O)N2CCCc3ccccc32)s1,-7.9,-13.9,3.2,-14.1,1.6,2.5,3.0,7.1,1.9,-1.8
COC(=O)C1=C(C(=O)OC)[C@@H]2N(C)c3ccc(OC)cc3[C@@]23C[C@@H](C(=O)OC)N(C(=O)NC2CCCCC2)C3=N1,-5.3,7.0,x,-0.2,0.8,-6.4,-5.0,1.8,-6.7,-6.1
OCCC1CN(Cc2ccccc2-c2ccco2)CCN1Cc1ccccc1 (centres undefined),-13.1,-10.4,-4.4,-11.8,-4.4,3.7,-14.9,5.3,-0.6,-2.3
COc1ccc(NC(=S)N2CCN(C(c3ccccc3)c3ccccc3)CC2)cc1OC,3.4,-7.6,-0.7,-15.2,1.6,-6.8,13.7,-3.9,-0.6,2.6
CN(Cc1ccccc1)C(=O)c1nc[nH]c1C(=O)N1CCc2ccccc2C1,-33.3,-13.1,x,3.4,1.0,-3.3,-40.8,-2.1,4.5,-2.6
Cc1ccccc1N(C(=O)c1ccco1)C(C(=O)NC1CCCC1)c1cccnc1 (centres undefined),-35.3,-6.5,1.1,-2.4,-5.7,-8.1,-11.2,2.8,0.2,2.6
Cc1cc(OC(=O)Cc2cccc3ccccc23)c([N+](=O)[O-])c(=O)[nH]1,-45.4,-15.1,4.0,4.9,-2.4,1.6,-3.7,5.9,-0.5,x
O=C(Nc1nc(-c2nc3ccccc3s2)cs1)C1CC1,5.5,-0.9,x,-25.4,-1.4,x,-7.9,2.7,-2.5,48.7*
Cn1nccc1NS(=O)(=O)c1ccc(C(C)(C)C)cc1,20.9,-13.1,-0.4,-4.5,0.0,-10.2,3.0,7.2,-3.5,-0.1
Cc1csc2nc(CNC(=O)c3cccc(C(F)(F)F)c3)cn12,-3.3,-12.9,-11.6,-1.6,1.7,-4.3,-15.9,5.8,2.2,-2.1
Cc1cccc(C)c1OCc1cc(C(=O)NCc2cn(C)nc2C)no1,13.4,-12.3,6.7,-8.7,2.0,5.1,11.8,3.4,2.2,0.1
O=C(Cn1cc(C(=O)c2ccco2)c2ccccc21)NCc1ccco1,24.3,-0.2,1.3,-20.5,x,5.0,-1.6,-1.8,4.6,2.0

# Entries above that bear a hit mark in Wnt bcat act.
Molecule,SR-BI DiI inh,PvdQ acylase,NSD2 HMT inh,dFosB act,CDK5 p35 inh,MITF act,V-ATPase pHluor,Wnt bcat act
O=C(Nc1nc(-c2nc3ccccc3s2)cs1)C1CC1,5.5,-0.9,x,-25.4,-1.4,x,-2.5,48.7*

# (more compounds)
SMILES,SR-BI DiI inh,PvdQ acylase,NSD2 HMT inh,dFosB act,CDK5 p35 inh,MITF act,HTR5A inv ctr,HTR5A ag ctr,V-ATPase pHluor,Wnt bcat act
O=C(COC(=O)c1ccc(Cl)c(S(=O)(=O)N2CCCCC2)c1)NCC1CCCCC1,17.3,-8.9,-3.6,-13.2,0.0,-2.8,-4.8,1.9,-2.9,12.3
O=C(NCc1ccco1)C1CCCN(c2nnc(-n3cccc3)s2)C1 (centres undefined),-4.3,4.5,x,-2.4,0.7,-3.5,-16.2,0.6,-0.7,0.9
Cc1nc(-c2cccc(S(=O)(=O)N3CCOCC3)c2)cs1,-17.2,-18.7,0.9,-7.2,-3.0,7.5,-28.4,4.2,-0.8,1.2
Cc1ccc(C(=O)Nc2cccc(C(=O)N3CCOCC3)c2)cc1,23.4,-1.7,2.6,-6.7,0.6,8.5,17.9,2.9,-3.6,41.3*
CN(Cc1nc2ccccc2[nH]1)C(=O)C1CCC(=O)N(C2CCCC2)C1 (centres undefined),-12.5,-14.3,-1.6,-2.9,-4.5,0.0,-19.7,5.4,-0.6,0.0
CC(C)CNC(=O)CSc1nnc(-c2ccccn2)n1Cc1ccccc1,17.4,-3.1,10.8,-7.5,1.0,-7.5,4.2,-4.1,7.1,x
O=C(CCC(=O)Nc1cccc(C(F)(F)F)c1)NCC1CCCO1 (centres undefined),-12.3,-1.0,-4.1,-1.7,-0.3,x,5.8,-1.7,6.4,0.0
COc1ccc(CC(=O)NNC(=O)COc2ccc(F)cc2)cc1S(=O)(=O)N1CCOCC1,-1.8,-4.2,-4.4,-0.4,1.3,7.6,-16.2,4.2,-1.4,-1.9
CCCCOC(=O)C1=C(C)NC(=O)NC1c1ccc([N+](=O)[O-])s1 (centres undefined),-0.4,6.6,1.9,-11.2,-0.3,13.8,-27.8,0.7,4.0,x
CCCc1nc(-c2cc3cc(C)ccc3[nH]c2=O)no1,x,0.3,-2.1,-5.2,0.0,-11.0,9.5,1.3,4.9,-2.0
CC(=O)Nc1cc(NC(C)=O)cc(-c2nc3ccccc3[nH]2)c1,-19.0,7.2,-2.3,-21.1,0.4,-5.8,6.2,-1.1,2.0,0.4
C/C(O)=C/c1nc2ccccc2[nH]c1=O,-13.3,10.6,-0.8,1.9,1.2,0.0,3.2,-1.2,-2.3,-1.2
COc1ccc(-c2ccc(SCC(=O)NC3CCCC3)nn2)cc1OC,4.4,-3.0,0.2,-1.7,-7.0,16.3,13.9,-1.7,4.9,26.3
COCCn1c(SCC#N)nnc1-c1ccc([N+](=O)[O-])cc1,-22.4,-13.8,-4.5,0.7,-0.5,-2.2,-8.6,-0.2,-0.2,-0.6
CCOC(=O)CC1ON(C)C(=O)N1c1ccc(Cl)cc1Cl (centres undefined),4.5,-9.2,21.6,1.3,-0.7,x,-2.8,1.0,11.5,3.8
